IMPase Li cell – IMPase inhibition in cells with lithium potentiation | CHO-M1 cells, IP1 TR-FRET (IP-One), carbachol + lithium | Potency, µM (top dose mostly 59.4 µM), for the others: at the top dose activity, negative = IMPase inhibition, most hits filed as inhibitors | 0.35% of 210,000 active | AID 1457;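 note: IP1 builds up when IMPase is blocked and the TR-FRET signal falls; plate controls were basal vehicle for no effect and high inhibitor control for full effect; nearly all actives have a fitted effect of over 50% in size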
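CHO cells stably expressing M1 receptor (2000/well) were cultured 16–30 h, then exposed to compounds with a small lithium addition for 30 min at 37C. IP1 was measured by TR-FRET competition; AC50 from Hill fits.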
GAA glycogen – alters human alpha-glucosidase cleavage of glycogen; P10253; recombinant GAA, glycogen substrate, Amplex Red glucose oxidase fluorescence; Potency, µM (doses to about 76.4 µM), inactives show at the top dose activity change, negative = inhibition, actives largely listed as inhibitors; 0.38% of 300,000 active; AID 2100;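 note: 0% = full enzyme reaction and -100% = no-enzyme basal signal; the screen sought inhibitors and activators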
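Natural-substrate format: glycogen cleavage by 4 nM human enzyme, glucose read by Amplex Red coupling (Ex 573, Em 610 nm). Normalized to enzyme and no-enzyme controls.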
HttQ103 aggreg – mutant huntingtin aggregation inhibition | 1.1% of 220,000 active | PC12 HttQ103-GFP aggregates, Acumen cytometry, 40 h | Potency, µM (titrated, usually from 46.1 µM), for inactives: top-dose activity change, negative = inhibition, hits mostly inhibitors; note: % is set by controls: 0 for no effect and ±100 for the full control effect; nearly all actives have a fitted effect of over 60% in size
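Compounds (qHTS titration) were added to PC12 cells expressing an ecdysone-driven HTT exon 1 Q103–GFP fusion after induction with 100 nM tebufenozide. Aggregate formation was measured as GFP objects in cell lysates.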
GAA spleen mod – inhibitors or activators of human alpha-glucosidase in spleen homogenate. 0.006% of 240,000 active. P10253. human spleen homogenate, 4-MU-alpha-glucoside fluorescence. Potency, µM (titrated, usually from 79.9 µM), for inactives: top-dose activity change, negative = inhibition, most hits filed as inhibitors;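 note: 0% = enzyme with vehicle and -100% = no enzyme basal signal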
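Human spleen homogenate (1 ug) with 4-methylumbelliferyl-alpha-D-glucopyranoside (1 mM final) in 50 mM citrate/phosphate pH 5.0, 0.01% Tween-20; 40 min at 37 C. Stopped at pH 10; 4-MU fluorescence Ex 365/Em 440 nm; AC50 by Hill fit.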
GoLoco inh red – RGS12 GoLoco-Gai1 interaction inhibition; AID 880; Gai1:RGS12 GoLoco peptide FP, rhodamine, 10 min; Potency, µM (series often up to 61.6 µM), for the others: at the top dose activity, negative = inhibition, usual class: inhibitors; 0.44% of 230,000 active; active = well fitted inhibition curve with a large enough effect, not every such curve was filed as active; inactive = no such curve, though single readings can be large or run the other way; note: % is set by controls: 0 for no effect and ±100 for the full control effect; nearly all actives have a fitted effect of over 30% in size; many of its hits are not listed in these tables
Target sequence (P63096 whole entry, looked up): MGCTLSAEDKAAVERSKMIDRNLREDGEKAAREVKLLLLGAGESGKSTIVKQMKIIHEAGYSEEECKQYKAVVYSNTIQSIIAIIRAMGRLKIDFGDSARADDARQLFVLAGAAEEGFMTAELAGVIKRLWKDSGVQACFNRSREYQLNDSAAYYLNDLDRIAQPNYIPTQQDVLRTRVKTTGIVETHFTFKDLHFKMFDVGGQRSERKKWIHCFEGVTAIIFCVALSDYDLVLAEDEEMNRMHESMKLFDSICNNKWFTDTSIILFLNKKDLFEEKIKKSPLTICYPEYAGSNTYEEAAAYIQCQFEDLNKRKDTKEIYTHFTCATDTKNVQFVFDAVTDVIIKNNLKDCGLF
HTT cytoprotect – cytoprotection in Huntington HTT-Q103 PC12 cell model; 0.14% of 230,000 active; Potency, µM (series often up to 56.4 µM), without a hit: cytoprotection (ATP increase), hits mostly activators; PC12 HTT-Q103 induced, cytoprotection, ATP luminescence, 40 h;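 note: % of control where 0% means no effect; nearly all actives have a fitted effect of over 45% in size; toxic huntingtin expression switched on by the ecdysone agonist tebufenozide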
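Compounds added alongside 100 nM tebufenozide, which induces toxic Q103 huntingtin exon 1-GFP in stable PC12 cells; surviving cells quantified by luminescent ATP measurement. Medium: phenol red-free DMEM, 5% equine and 5% calf serum.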
GAA inhib – blocks human lysosomal alpha-glucosidase; Potency, µM (titrated, usually from 76.9 µM), for the others: top-dose activity change, negative = inhibition, hits mostly inhibitors; 0.005% of 200,000 active; P10253; AID 1466; purified human GAA, 4-MU-alpha-glucoside fluorescence;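 note: plate controls were uninhibited enzyme wells for no effect and no-enzyme background for full effect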
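Enzyme (4 nM final) mixed with compound (up to 77 uM), then 4-MU-alpha-D-pyranoside (400 uM final) added; 20 min at room temperature, pH 5.0. Reaction stopped at pH 10, fluorescence read, AC50 derived by Hill fit.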
Numbers without * were called inactive; ? = inconclusive; . = not tested or not shown; & = joins results of further samples; [ ] = remark or other dose. Unless noted, calls come from the whole dose curve; as a rule, active = well fitted curve in the direction sought with a large enough effect; inconclusive = small, poorly fitted or top-dose-only effect, or another doubt; inactive = no such curve, though single readings can be large; an effect the other way counts as inactive or inconclusive. Potency is the fitted concentration of half-maximal effect. Some of the compounds tested. The share of hits here may be higher or lower than overall.

SMILES	IMPase Li cell	GAA glycogen	HttQ103 aggreg	GAA spleen mod	GoLoco inh red	HTT cytoprotect	GAA inhib
O=[N+]([O-])c1ccc(OCCCCN2CCCCC2)cc1	.	-6%	-7%	-2%	.	5%[10 µM]	0%
O=C(c1cc(-c2ccco2)on1)N1CCN(c2ccccc2)CC1	26%[38.3 µM]	-1%	16%	0%	0%	-4%	-4%
CSc1nnc(C(C)(C)C)c(=O)n1/N=C/c1ccc(C(C)C)cc1	.	1%	7%[9.22 µM]	5%	0%	7%[10 µM]	.
CCN(c1cccc(C)c1)S(=O)(=O)c1cnc[nH]1	20%[38.3 µM]	-6%	?	1%	6%	-13%	-4%
COc1cccc(-c2nn(C)c3sc(C(=O)NCc4ccc(C)o4)cc23)c1	-10%[38.3 µM]	-10%	11%	-4%	99%[activator]	-2%	1%
CCCNC(=O)c1ccc(OC)cc1OC	-20%[38.3 µM]	0%	2%	1%	6%	10%	-2%
CC(C)CSc1nc2ccccc2n1CC(=O)O	2%	5%	-1%[9.22 µM]	-2%	12%	-10%[10 µM]	?
CCCC(=O)N1CCN(c2ccc(C(=O)c3ccc(OC)c(Br)c3)cc2F)CC1	-18%[38.3 µM]	-7%	-6%	-7%	13%	-3%	-13%
COc1ccc(-n2c(C)cc(SC)c(C(C)=O)c2=S)cc1	22%[38.3 µM]	4%	-5%	0%	-4%	-1%	-12%
COc1ccc(C(CCNCc2ccccc2)c2ccc(F)cc2)cc1 (stereo not drawn)	7%	9%	13%	-3%	14%	-7%[1.9 µM]	-6%
Cc1ccc(-c2c(C)sc(NC(=O)C3C4CCC(O4)C3C(=O)O)c2C(=O)OC(C)C)cc1 (stereo not drawn)	-15%[38.3 µM]	-5%	-15%	-26%	13%	-7%	1%
Nc1cc(=O)nc(SCc2ccccc2)n1Cc1ccco1	-9%[38.3 µM]	2%	-4%	-3%	3%	4%	-1%
O=C(N/N=C/c1cnc(N2CCCCC2)s1)c1ccc(C(F)(F)F)cc1	1%	-10%	1%[9.22 µM]	-2%	5%	-4%[10 µM]	.
O=C(Nc1cccc(Cl)c1)c1ccc(NCCCN2CCOCC2)c([N+](=O)[O-])c1	1%[38.3 µM]	-6%	-19%	-9%	6%	-16%	-3%
O=C(c1ccncc1)N(Cc1ccco1)Cc1cc2ccccc2[nH]c1=O	-1%[38.3 µM]	6%	35%	4%	11%	-4%	5%
COc1ccc(-c2nnc(NC(=O)C3CCCO3)s2)cc1 (stereo not drawn)	-11%[38.3 µM]	-2%	1%	2%	4%	-25%	-6%
CC(=O)O[C@H]1C(=O)[C@@]2(C)[C@H]([C@H](OC(=O)c3ccccc3)[C@]3(O)C[C@H](OC(=O)[C@H](O)[C@@H](NC(=O)c4ccccc4)c4ccccc4)C(C)=C1C3(C)C)[C@]1(OC(C)=O)CO[C@@H]1C[C@@H]2O	16%	.	1%	6%	15%&5%	-62%[inhibitor]	.
O=C(Cc1ccccc1[N+](=O)[O-])NCc1ccco1	7%	-4%	16%	1%	-2%	-11%	5%
OCCC1CN(Cc2cccn2-c2ccccn2)CCN1Cc1ccccc1 (stereo not drawn)	17%	4%	0%[9.22 µM]	1%	1%	4%[10 µM]	0%
COc1ccc(/C=N\NC(=O)C2COc3ccccc3O2)cc1O (stereo not drawn)	.	-11%	7%[9.22 µM]	4%	6%	16%[10 µM]	.
COc1ccc(CN2C3CCCC2CC(NC(=O)Nc2cccc(C)c2)C3)cc1 (stereo not drawn)	11%	5%	-14%	-1%	-11%	-8%[10 µM]	-2%
Cc1cc(C)n(C(=O)CN2C(=O)CCC2=O)n1	1%[38.3 µM]	3%	-5%	-12%	3%	5%	-1%
O=C(CSc1nc2ccccc2o1)NCc1n[nH]c(=O)c2ccccc12	-6%[38.3 µM]	3%	-6%	3%	-6%	-18%[10 µM]	0%
COc1ccc(O)c(C(=O)c2cnn(-c3ccccn3)c2)c1	-3%	-13%	-15%	2%	-2%	-11%	4%
Cc1ccc2c(c1)nnn2C1CCN(CC(=O)N2CCN(c3ccc(F)cc3)CC2)CC1	29%[38.3 µM]	6%	-31%	-3%	1%	-18%[10 µM]	-2%
O=C(Nc1ccc2nsnc2c1)C1CC1	?	7%	-2%[9.22 µM]	2%	-1%	-11%[10 µM]	-1%
Cc1cc(C)c(C)c(S(=O)(=O)N[C@@H](C)C(=O)OCc2cc(=O)n3cc(Br)ccc3n2)c1C	4%	1%	17%	-4%	27%	-38%[inhibitor]	-5%
CCOC(=O)c1c(-c2ccccc2)oc2ccc(O)c(CN3CCN(C)CC3)c12	3%	10%	-17%	0%	-1%	.	-5%
COc1ccc(-n2c(COc3cccc4ccccc34)nnc2SCC(=O)NCc2ccco2)cc1	38%[activator][38.3 µM]	-6%	?	-1%	-8%	-73%[inhibitor][10 µM]	?
COc1ccc(OC)c(NC(=O)c2cc3c(Cl)nc4ccccc4c3s2)c1	-9%	-1%	-20%	3%	6%	21%[10 µM]	-4%
COc1ccc(C(=O)Nc2ccc3c(c2)OCO3)cc1OC	-8%[38.3 µM]	-10%	-1%	4%	0%	-41%[inhibitor]	-12%
COc1ccc(CCNC(=O)/C(C#N)=C2\N=C(NC(=O)c3ccco3)c3ccccc32)cc1	.	-2%	-3%[9.22 µM]	0%	-46%	19%[10 µM]	.
O=c1c2ccccc2[nH]c(=S)n1Cc1cccs1	1%	10%	3%	-3%	13%	-26%[10 µM]	-1%
CCOc1cc(/C=C2\C(=O)ON=C2C)ccc1OCc1ccccc1	25%	6%	?	-9%	-5%	-11%[10 µM]	?
CCc1ccc(OCCNC(=O)c2ccccc2SCc2ccccc2)cc1	.	-3%	13%	-1%	.	-15%	4%
O=C(NCCc1ccc(Cl)cc1)C1CCN(S(=O)(=O)c2cccs2)CC1	35%[activator][38.3 µM]	6%	-17%	1%	6%	-7%	-9%
CCNc1nc(NC(C)(C)C)nc(N(CC)n2cnnc2)n1	-7%[38.3 µM]	-5%	-8%	-9%	-5%	-22%	1%
COC(=O)c1cc(=O)cc(C(=O)OC)o1	6%	-4%	-12%	-2%	5%	5%[10 µM]	-1%
CCCSC1=NN2CCCC(=O)N=C2S1	4%	8%	6%	1%	0%	-2%	0%
COc1ccc(Cn2nc(C)n(N(C)c3ncc(C(F)(F)F)cc3Cl)c2=O)cc1	38%[activator][38.3 µM]	0%	5%	-8%	-9%	15%	-6%

Exported field by field: 4 of the compounds above
CSc1nnc(C(C)(C)C)c(=O)n1/N=C/c1ccc(C(C)C)cc1
  IMPase Li cell: . | GAA glycogen: 1% | HttQ103 aggreg: 7%[9.22 µM] | GAA spleen mod: 5% | GoLoco inh red: 0% | HTT cytoprotect: 7%[10 µM] | GAA inhib: .

COc1ccc(O)c(C(=O)c2cnn(-c3ccccn3)c2)c1
  IMPase Li cell: -3% | GAA glycogen: -13% | HttQ103 aggreg: -15% | GAA spleen mod: 2% | GoLoco inh red: -2% | HTT cytoprotect: -11% | GAA inhib: 4%

CCCC(=O)N1CCN(c2ccc(C(=O)c3ccc(OC)c(Br)c3)cc2F)CC1
  IMPase Li cell: -18%[38.3 µM] | GAA glycogen: -7% | HttQ103 aggreg: -6% | GAA spleen mod: -7% | GoLoco inh red: 13% | HTT cytoprotect: -3% | GAA inhib: -13%

CCOc1cc(/C=C2\C(=O)ON=C2C)ccc1OCc1ccccc1
  IMPase Li cell: 25% | GAA glycogen: 6% | HttQ103 aggreg: ? | GAA spleen mod: -9% | GoLoco inh red: -5% | HTT cytoprotect: -11%[10 µM] | GAA inhib: ?

Next entries
SMILES	IMPase Li cell	GAA glycogen	HttQ103 aggreg	GAA spleen mod	GoLoco inh red	HTT cytoprotect	GAA inhib
CCOC(=O)C1CCN(C(=O)c2ccc(Oc3cc(Cl)cc(Cl)c3)o2)CC1	.	1%	4%[9.22 µM]	0%	5%	37%[10 µM]	.
O=C(NCc1ccccc1)c1ccc(=O)[nH]n1	.	-11%	28%	2%	.	-20%	1%
CC(C)C(c1nnnn1C(C)(C)C)N1CCC(Cc2ccccc2)CC1 (stereo not drawn)	15%	3%	9%	1%	47%[activator]	.	-5%
O=C(CN1CCC(n2nnc3ccccc32)CC1)NCc1cccs1	-12%[38.3 µM]	9%	5%	-5%	-1%	-10%	-4%
CCC(=O)Oc1cccc(C(=O)Nc2ccc(-c3nnc(-c4ccco4)o3)cc2)c1	16%[38.3 µM]	-9%	10%	10%	3%	-11%	6%[15.4 µM]
CCOC(=O)CCc1c(C)nc(SCCN2CCCC2)c(C#N)c1C	11%[38.3 µM]	-12%	14%	3%	8%	-9%	0%
Oc1ccc(/C=N/N=C(c2ccccc2)c2ccccc2)c(O)c1O	4%	?	?	-24%	5%	11%[10 µM]	-2%
O=S(=O)(Cc1ccccc1)N1CCN(C2Cc3ccccc3C2)CC1	13%[38.3 µM]	9%	21%	1%	6%	18%	-5%
CC(C)(C)[C@@H]1C=C(C(=O)NC2CC2)O[C@H](OCc2ccc(CO)cc2)C1	5%	-1%	5%[9.22 µM]	-15%	-2%	-11%[10 µM]	.
C=CCn1c(SC(C)C#N)nc2sc(CC)cc2c1=O (stereo not drawn)	7%	3%	-23%	4%	5%	-17%	-3%
N=c1n(CCO)c2ccccc2n1Cc1ccc(Cl)cc1	-12%[38.3 µM]	3%	-14%	-1%	-8%	-3%	-7%
COc1ccc(Nc2nc(S(=O)(=O)c3ccc(C)cc3)c(Cl)s2)cc1	11%	-17%	-27%	-8%	1%	5%[10 µM]	?
O=C(CCCc1ccccc1)N1CCN(c2ccc([N+](=O)[O-])cc2)CC1	24%[38.3 µM]	-6%	?	-1%	6%	-16%	-9%
CN(C)c1nc2c(c(=O)n(C)c(=O)n2C)n1Cc1ccccc1	-7%[38.3 µM]	-5%	-3%	-3%	10%	-10%[10 µM]	0%
Cc1ccc(SCCNC(=O)/C=C/c2cccc([N+](=O)[O-])c2)cc1	10%	6%	-9%	-9%	-3%	?	-4%
COC(=O)CN(C#N)c1nc(NC(C)C)nc(NC(C)C)n1	6%	24%	29%	12%	0%	.	-2%
CN(C(=O)CS(=O)(=O)Cc1ccccc1Cl)c1ccccc1	5%	17%	11%	-1%	-1%	26%[10 µM]	?
CC1=C(C(=O)Nc2ccc(C)cc2)C(c2ccc(N(C)C)cc2)NC(=O)N1 (stereo not drawn)	14%	-28%	13%	-2%	9%	13%[10 µM]	-10%
Cc1ccc2c(Cl)cc(Cl)c(OCC(=O)Nc3cc(S(=O)(=O)N(C)C)ccc3C)c2n1	.	6%	21%	3%	.	31%[10 µM]	-9%
O=C(NCc1cccnc1)c1ccc(Cn2c(=S)[nH]c3ccc(Br)cc3c2=O)cc1	-2%	29%	3%[9.22 µM]	0%	14%	9%[10 µM]	10%
